# Assay outcomes deposited in PubChem by several laboratories.
# Smad3 FoxH1 inh – Smad3/FoxH1 peptide binding inhibitors, primary screen, biochemical, TR-FRET. TR-FRET Smad3/Dy647-FoxH1 peptide binding, europium anti-His. inhibition, % at 25 µM. hit rate 0.29% among 88,000. AID 630, 2007;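 active = compounds that reduce the energy-transfer binding signal between the protein and its labelled peptide by more than half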;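 note: 0% = Smad3 plus labelled peptide maximal FRET and 100% = peptide-only background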
# Fibroblast inh – antiproliferative effect on LL 47 fibroblasts – human, LL 47 cells, CellTiter-Glo luminescence, primary screen; LL 47 human lung fibroblast viability, ATP luminescence; active compounds read low; viability, % at 10 µM; hit rate 1.1% among 85,000;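 active = viability at or below 50% in the single dose screen; inactive = viability above 50%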;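 note: compound exposure lasted 72 h before the ATP readout; 100% = median luminescence of untreated cell-only wells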
#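 Material: human lung fibroblast line LL 47, low passage; Evaluation: viability percentage against median untreated-cell control; Buffer or medium: 15% FBS in IMEM; Incubation: 72 h compound exposure at 37 °C after overnight plating; Dosing: 0.1% DMSO in all compound wells; Measured by: CellTiter-Glo luminescence.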
# HUVEC prolif 384 – inhibitors of HUVEC proliferation, primary screen, cell-based, 384-well | CellTiter-Glo luminescence, 72 h; active compounds read low | viability, % at 10 µM (by protocol) | hit rate 1.1% among 86,000 | AID 648, 2007;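 active = viability at or below 30%; inactive = viability above 30%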;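 note: 100% = median luminescence of DMSO-only cell control wells on each plate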
# CD11b adhes enh – enhancers of CD11b/CD18 adhesion to fibrinogen, primary screen, K562 cells, luminescence; ATPlite luminescence; activation, % at 10 µM; hit rate 0.07% among 93,000;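 active = 10 µM primary screen giving 50% or more activity, confirmed by 40% or more on retest at that dose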; note: strong numbers were not always called active
# Target sequence (P05107 whole entry, looked up, other chains not shown): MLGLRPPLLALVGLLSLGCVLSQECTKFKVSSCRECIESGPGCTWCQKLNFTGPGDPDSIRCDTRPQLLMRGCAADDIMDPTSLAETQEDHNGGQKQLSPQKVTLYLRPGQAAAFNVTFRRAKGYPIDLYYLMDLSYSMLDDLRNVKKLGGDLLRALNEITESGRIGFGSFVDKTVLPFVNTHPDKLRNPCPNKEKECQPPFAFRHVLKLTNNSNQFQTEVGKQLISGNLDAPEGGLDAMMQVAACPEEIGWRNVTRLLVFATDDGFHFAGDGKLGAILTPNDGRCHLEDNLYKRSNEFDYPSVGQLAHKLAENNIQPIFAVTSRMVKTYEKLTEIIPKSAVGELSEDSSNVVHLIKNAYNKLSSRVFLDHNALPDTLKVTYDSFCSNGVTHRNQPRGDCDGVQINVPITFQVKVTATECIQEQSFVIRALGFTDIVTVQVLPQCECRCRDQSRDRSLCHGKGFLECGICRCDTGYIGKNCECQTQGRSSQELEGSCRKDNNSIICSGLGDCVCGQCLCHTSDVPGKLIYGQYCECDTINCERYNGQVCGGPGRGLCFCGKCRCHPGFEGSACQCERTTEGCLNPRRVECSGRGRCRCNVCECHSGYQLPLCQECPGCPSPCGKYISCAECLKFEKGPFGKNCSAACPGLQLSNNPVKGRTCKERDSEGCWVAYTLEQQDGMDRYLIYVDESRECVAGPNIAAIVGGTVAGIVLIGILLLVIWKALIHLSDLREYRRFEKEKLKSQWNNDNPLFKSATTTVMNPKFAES
# MT1-MMP txn act – MT1-MMP promoter reporter activation – cell-based, luciferase luminescence, primary screen; HT1080 MT1-MMP promoter luciferase reporter, overnight; active compounds read high; activation factor at 10 µM; hit rate 0.16% among 86,000;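 active = activation factor of at least 2 for MT1-MMP transcription at 10 µM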
# ERa SRC1 pot – enhancers of ERα–SRC-1 coactivator binding, primary screen, biochemical, TR-FRET, ERα LBD, low estradiol. Estrogen receptor (Homo sapiens), P03372. TR-FRET ERalpha-LBD/SRC-Cy5 coactivator binding, 2 h; 100 = basal binding, no effect. coactivator binding (% of control), % at 25.6 µM. hit rate 1.3% among 86,000; in the data active = activity above about 200%;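 note: binding measured in presence of low estradiol as agonist stimulus; 0% = peptide alone without receptor and 100% = receptor with peptide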
# H69AR growth 86K – proliferation blockers of H69AR lung cancer cells, primary screen, cell-based, human, 86K library; hit rate 6% among 85,000; viability, % at 10 µM; H69AR lung tumor viability, ATP luminescence, 72 h; active compounds read low; AID 598, 2007;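 active = viability at or below 40%; inactive = viability above 40%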;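 note: multidrug resistant small cell line overexpressing MRP-1 efflux transporter; 100% = mean luminescence of untreated control wells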
# ERb SRC1 inh – inhibitors of ERβ-SRC1 coactivator interaction, primary screen, biochemical, TR-FRET, ERβ LBD, SRC-1 peptide; Estrogen receptor beta (Homo sapiens), Q92731; AID 633, 2007; TR-FRET ER-beta LBD / SRC1-Cy5 peptide binding; receptor agonist-loaded with 1 µM estradiol; inhibition, % at 25.6 µM; hit rate 1.3% among 86,000;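 active = compounds whose percent inhibition of the receptor-coactivator binding signal exceeds about 50% in the single-dose screen, limit read from the data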;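 note: 0% = receptor plus peptide wells without compound and 100% = peptide-only wells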
# ERa coact inh – ERα–SRC-1 coactivator interaction inhibitors, primary screen, biochemical, TR-FRET, ERα LBD, estradiol-bound | Estrogen receptor (Homo sapiens), P03372 | TR-FRET ER-alpha LBD / SRC-1 peptide | inhibition, % at 25.6 µM | hit rate 1.7% among 86,000 | AID 629, 2007; in the data active = inhibition above about 50%;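 note: 0% = receptor plus peptide control and 100% = peptide only without receptor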
# Numbers without * were called inactive; nt = no result given; [ ] = dose if it differs, or a comment. This is a subset; count on the stated rates, not on these rows.
SMILES,Smad3 FoxH1 inh,Fibroblast inh,HUVEC prolif 384,CD11b adhes enh,MT1-MMP txn act,ERa SRC1 pot,H69AR growth 86K,ERb SRC1 inh,ERa coact inh
COC(=O)C1=C(C(=O)OC)SC2(S1)C(C(=O)OC)=C(C(=O)OC)SC1=C2c2cc(C)ccc2NC1(C)C,1,97,99,-3,1,65,67,0,-4
O=C(CSc1nc2ncccc2[nH]1)NCc1ccccc1,3,111,98,-2,1.2,53,103,11,12
O=S(=O)(CCc1nc2ccccc2o1)c1ccc(Cl)c(Cl)c1,4,99,91,-2,1.1,136,102,0[fluorescence artefact?],0[fluorescence artefact?]
Cc1ccccc1-c1noc(-c2ccc(Cl)cc2)n1,-8,99,97,nt,2.1*,113,91,-7,-11
CCOC(=O)C1CCN(CC(=O)Nc2c(C(=O)OC)[nH]c3cccc(C)c23)CC1,3,96,99,6,1.2,104,76,-5[fluorescence artefact?],-1
CC(=O)c1sc(NC(=O)c2ccc(Cn3cc(Br)cn3)o2)nc1C,4,91,86,-2,1,70,74,32,37[fluorescence artefact?]
N#Cc1c(NC(=O)Cn2cnc3ccccc3c2=O)oc(-c2ccccc2)c1-c1ccccc1,6,96,87,4,1.1,168[fluorescence artefact?],98,-13[fluorescence artefact?],-11
CC(=O)c1c(N(C)C)ccnc1C(F)(F)F,-2,108,101,0,1.1,105,92,-2,-7
CCOc1ccc(/C(O)=C2/C(=O)C(=O)N(CCOCCO)C2c2ccc(F)cc2)cc1 (centres undefined),2,92,106,4,0.9,95,104,-8,2
CCCCC(c1nnnn1Cc1ccco1)N1CCN(c2nc3ccccc3s2)CC1 (centres undefined),-4,95,96,1,1.1,98,77,-18,-13
CN1C(=O)N(S(=O)(=O)c2ccc(F)c(F)c2F)C(=O)C1(C)C,0,107,94,-6,1.1,127,76,-5[fluorescence artefact?],5[fluorescence artefact?]
COc1ccc(C(=O)Nc2nc3ccccc3[nH]2)cc1S(=O)(=O)N1CCCC1,-18,109,97,-2,1.1,101,58,-5,-10
O=C(Nc1ccc(Cl)cc1)N1CCN(c2ccccc2)CC1,-13[fluorescence artefact?],109,99,nt,1.2,94,91,5,3
CSc1nsc(SCCN2C(=O)c3ccccc3C2=O)n1,-4,104,104,1,1.3,113,102,-5,-11
Nc1nonc1/C(=N/O)N1CCN(CCO)CC1,4,99,98,-1,1.3,113,89,-3,2
O=C(OCc1ccccc1)Oc1cncc(C(=O)O)c1,0,98,88,0,1.1,114,96,1,-2
CCC(Sc1nc(N)c(NC(=O)c2ccc(OC)c(OC)c2)c(=O)[nH]1)C(=O)OC (centres undefined),2,101,94,-3,nt,86,72,-8,0
COc1ccc(CN(C)CCc2ccccn2)cc1OC,0[fluorescence artefact?],103,99,nt,1.2,90,93,3,-5
CN(C)c1ccc(NC(=O)c2cccc(N3C(=O)CCC3=O)c2)cc1,0,92,92,1,1.2,128[fluorescence artefact?],99,7,-5[fluorescence artefact?]
Cc1ccc2c(c1)N(CCC(=O)NC1CC1)C(=O)C(C)O2 (centres undefined),2,99,98,nt,1.2,131,88,6,-5
CC(C)Nc1nc(NC(C)(C)C)nc(Oc2ccc(=O)n(-c3ccccc3)n2)n1,-9,90,110,nt,1.1,93,66,-5,-1
CCc1nc(N)c(C#N)c(-c2cccnc2)c1C,3,105,96,-2,1,117,106,0,0
O=C1C=C(O)CC(c2ccc(Cl)cc2)C1 (centres undefined),26[fluorescence artefact?],99,106,24,1,80,106,-2,8
CCC1Oc2ccc(C)cc2N(CC(=O)N2CCN(c3ccc(F)cc3)CC2)C1=O (centres undefined),8,103,88,-3,1.1,101,91,-4,-3
O=C(NCc1ccccn1)c1c(Cl)cccc1Cl,8[fluorescence artefact?],107,103,1,1,106,98,0,3
CCOc1ncnc2c1oc1nc(CC(C)C)c3c(c12)CC(C)(C)OC3,10,97,116,nt,1.1,105,86,-2,-1
COc1cc(C2N(c3ccccc3)CCN2c2ccccc2)cc(OC)c1OC,-1,113,90,-3,1.1,96[fluorescence artefact?],103,11,-2
CCn1cc(CNC(=O)CCSc2nc(-c3ccco3)cc(C(F)(F)F)n2)cn1,6,100,82,1,1.3,108,32*,-3[fluorescence artefact?],8[fluorescence artefact?]
COc1ccc(C(=O)NCCNC(C)=O)cc1S(=O)(=O)NCc1ccc(Cl)cc1,8[fluorescence artefact?],104,103,0,1.1,113,90,-9,-6
CCC(=O)Nc1ccc(NC(=O)c2cccc(OC)c2)nc1,-6,100,102,nt,1.4,116,91,-5,0
CNC(=O)N(O)C1N(C)C(=O)N(CC(=O)OC)C1(C)C (centres undefined),4,92,90,1,1.1,119,97,3[fluorescence artefact?],5[fluorescence artefact?]
CC(=O)Nc1ccc(S(=O)(=O)N2CCN(c3cc(C)nc4ccccc34)CC2)cc1,-11,99,93,16,1.4,85,90,1[fluorescence artefact?],1
O=C(NCC1CCCCC1)C1CCCN(C(=O)NC2CCCCC2)C1 (centres undefined),3,93,88,0,1.1,97,83,-3,-3
CCOC(=O)c1cc(NC(=O)N2CCCCC2)c(C)nc1C,0,98,106,-4,1.2,75[fluorescence artefact?],94,3,8
Cc1ccc(NC(=O)CCC(=O)c2cccs2)cc1,0,108,90,-2,1.2,97,90,4,1
COc1cc(-c2nc(Cc3c(F)cccc3Cl)no2)cc(OC)c1OC,1[fluorescence artefact?],90,98,nt,1.2,178[fluorescence artefact?],96,15[fluorescence artefact?],15[fluorescence artefact?]
COC(=O)C1C2C=CC3(CN(Cc4ccco4)C(=O)C13)O2 (centres undefined),-9,102,99,-8,1.1,85,102,-6[fluorescence artefact?],-14
Cc1onc(-c2ccccc2)c1C(=O)NCc1ccc2c(c1)OCO2,0,100,97,0,1,114,90,-1,-9
CCN(Cc1ccccc1)C(=O)c1cc2c(=O)oc3ccc(C)cc3c2s1,-3,105,100,-4,nt,97,69,1,-3
CCCS(=O)(=O)N1CCCC(C(=O)NCCCN(Cc2ccccc2)C(C)C)C1 (centres undefined),-2,103,106,2,1.1,101,99,-7,-7

# Structures listed so far containing a furan ring, fused or not, in the order listed:
SMILES,Smad3 FoxH1 inh,Fibroblast inh,HUVEC prolif 384,CD11b adhes enh,MT1-MMP txn act,ERa SRC1 pot,H69AR growth 86K,ERb SRC1 inh,ERa coact inh
CC(=O)c1sc(NC(=O)c2ccc(Cn3cc(Br)cn3)o2)nc1C,4,91,86,-2,1,70,74,32,37[fluorescence artefact?]
N#Cc1c(NC(=O)Cn2cnc3ccccc3c2=O)oc(-c2ccccc2)c1-c1ccccc1,6,96,87,4,1.1,168[fluorescence artefact?],98,-13[fluorescence artefact?],-11
CCCCC(c1nnnn1Cc1ccco1)N1CCN(c2nc3ccccc3s2)CC1 (centres undefined),-4,95,96,1,1.1,98,77,-18,-13
CCOc1ncnc2c1oc1nc(CC(C)C)c3c(c12)CC(C)(C)OC3,10,97,116,nt,1.1,105,86,-2,-1
CCn1cc(CNC(=O)CCSc2nc(-c3ccco3)cc(C(F)(F)F)n2)cn1,6,100,82,1,1.3,108,32*,-3[fluorescence artefact?],8[fluorescence artefact?]
COC(=O)C1C2C=CC3(CN(Cc4ccco4)C(=O)C13)O2 (centres undefined),-9,102,99,-8,1.1,85,102,-6[fluorescence artefact?],-14

# (next part)
SMILES,Smad3 FoxH1 inh,Fibroblast inh,HUVEC prolif 384,CD11b adhes enh,MT1-MMP txn act,ERa SRC1 pot,H69AR growth 86K,ERb SRC1 inh,ERa coact inh
COc1ccc(N(CC(=O)Nc2ccccc2C(=O)NCc2ccco2)S(C)(=O)=O)cc1,-4,105,102,1,1.1,105,121,-6,-4
COc1cccc(NC(=O)c2ccccc2SC)c1,13,92,89,2,1,97,94,-21[fluorescence artefact?],-20
CCN1CCN(Cc2ccccc2NC(=O)Nc2ccc(C)cc2)CC1,3,98,94,-2,1.3,113[fluorescence artefact?],85,-4,-6
Cc1cc(N(C)C)c(C#N)c(N2CCOCC2)n1,2,110,95,1,1.2,112,95,-1[fluorescence artefact?],6[fluorescence artefact?]
Nc1c(-c2ccccc2)n[nH]c1-c1ccccc1,-5,96,84,-2,1.7,100,94,16,-12[fluorescence artefact?]
O=C(NC1CCCCC1)NC1CC2CCC(C1)N2C(=O)NCc1ccccc1 (centres undefined),-5,94,106,-7,1,69,68,-7,-5
OC(COCc1ccccc1)CN1CCN(c2ccccc2F)CC1 (centres undefined),2,95,109,-5,0.9,98,104,-10,-4
COc1ccc(CCNS(=O)(=O)c2ccc3c(c2)CCN3C(=O)CCC(=O)O)cc1OC,-4,91,88,1,1.1,92,83,2,4
Cc1nnc(SCc2nc3ccccc3[nH]2)s1,-1,95,88,-4,1.4,96,101,5,-1
C=C(C)Cn1c(N2CCN(CC)CC2)nc2c1c(=O)[nH]c(=O)n2C,-4,96,100,-4,nt,105[fluorescence artefact?],99,-4[fluorescence artefact?],1[fluorescence artefact?]
CCOC(=O)C(CCc1nnc(N)s1)C(=O)OCC,1,102,101,-1,1.1,121,103,6,-2
COc1ccc(-c2cc3ccccc3n2CC(O)Cn2nc(C)cc2C)cc1 (centres undefined),0,91,92,3,1.2,115,77,-4,-17
N#CCC(=O)Nc1ncn(Cc2ccccc2Cl)n1,-11,118,49,16,1,111,87,3,1
O=c1c2ccccc2[nH]c(=S)n1CCCN1CCOCC1,6,112,95,-7,1.1,107,93,3,-4
CCCC(=O)Nc1ccc(NC(=O)c2cccs2)cn1,15,107,97,-1,1.3,86,66,-6,3
O=C(Nc1cccnc1)c1coc(=O)c2ccccc12,2,98,101,-4,1.1,93,88,-2[fluorescence artefact?],2[fluorescence artefact?]
O=C(N/N=C/c1ccc[nH]1)c1cccnc1,6,97,116,-4,1.1,120,95,1,-7
CCn1c(SCC(=O)Nc2ccc3c(c2)oc2ccccc23)nnc1-c1ccc(N)cc1,-15,95,31,14,1.4,67[fluorescence artefact?],61,50*[fluorescence artefact?],74*
COc1ccc2c(c1)cc1n2CCN=C1N,-1,95,93,-3,1.2,129,108,3,-2
O=S(=O)(c1ccccc1)c1nc(-c2ccccc2)oc1N1CCCCC1,-17,95,101,-4,1,99,98,8[fluorescence artefact?],3
CC1CCCC(C)N1CCNC(=O)C1CCN(S(=O)(=O)N2CCCCC2)CC1 (centres undefined),9[fluorescence artefact?],100,96,-3,1.3,112,107,-12,1
O=C(NCCCN1CCOCC1)C1CC(=O)N(C2CCCCC2)C1 (centres undefined),4,104,104,0,1.1,111,90,5[fluorescence artefact?],7[fluorescence artefact?]
O=C(c1ccccc1)c1ccc2nc(N3CCCCC3)c3nncn3c2c1,5,89,73,nt,1,149[fluorescence artefact?],85,41[fluorescence artefact?],50
Cc1sc(/N=C/c2c(O)ccc3ccccc23)c(C#N)c1C,-2,101,96,-1,1.1,99,103,-9,4
CCOc1ccc(CC(C(=O)NN)C(=O)NN)cc1CN(C)C,14,106,94,-5,1.3,107,104,2[fluorescence artefact?],0
CCCCc1nc(SCC(=O)Nc2cc(C)on2)n[nH]1,5,100,98,1,1.3,110,91,98*[fluorescence artefact?],-6
Clc1cccc(COn2c(-c3ccc(Cl)cc3Cl)nc3ncccc32)c1,-4,86,68,-1,nt,72,103,2,2
